# HTRA1 inh = inhibitors of human serine peptidase HTRA1; Q92743; recombinant HTRA1, FP-rhodamine activity-based probe, fluorescence polarization; inhibition, % at 5.96 µM; actives 0.5% (n = 340,000); AID 504803; in the data active means inhibition above about 36%;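 further: 0% = enzyme with DMSO and 100% = wells lacking enzyme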
# PRMT1 FP inh = inhibitors of human PRMT1; Q99873; AID 652257; recombinant PRMT1, activity-based probe fluorescence polarization; inhibition, % at 2.79 µM; actives 1.3% (n = 370,000);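 active means inhibition above about 21% made by adding two undisclosed values, limit read from the data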
# SIAE inh = blocks human sialic acid acetylesterase | Q9HAT2 | SIAE FP-Rh probe binding, fluorescence polarization | inhibition, % at 9.66 µM | actives 0.69% (n = 370,000) | AID 1053197;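 active means inhibition above a cutoff: mean of compounds within the control limits plus 3 SD of those, cut at about 17% in these data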;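 further: 0% = plate median of compound wells and 100% = probe without SIAE protein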
# TCR CD3 inh = human TCR-CD3 binding inhibition; inhibition, % at 9.4 µM; AID 651800; TAMRA-labeled TCR probe fluorescence, biochemical; actives 0.37% (n = 360,000); in the data active means inhibition above about 19%;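 further: recombinant mutant TCR 2C K166C tagged with TAMRA read by polarization; 0% = receptor in buffer alone and 100% = receptor with positive control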
# TDP2 inh = blocks human TDP2 phosphodiesterase activity. O95551. recombinant TDP2, T5PNP hydrolysis, p-nitrophenol absorbance 415 nm. inhibition, % at 12.8 µM. actives 0.34% (n = 370,000);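 active means inhibition above the mean of all tested compounds plus 3 SD, set per campaign, cut at about 25% in these data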;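 further: 0% = DMSO with enzyme and 100% = buffer with substrate but no TDP2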
# Target sequence (O95551 whole entry, looked up): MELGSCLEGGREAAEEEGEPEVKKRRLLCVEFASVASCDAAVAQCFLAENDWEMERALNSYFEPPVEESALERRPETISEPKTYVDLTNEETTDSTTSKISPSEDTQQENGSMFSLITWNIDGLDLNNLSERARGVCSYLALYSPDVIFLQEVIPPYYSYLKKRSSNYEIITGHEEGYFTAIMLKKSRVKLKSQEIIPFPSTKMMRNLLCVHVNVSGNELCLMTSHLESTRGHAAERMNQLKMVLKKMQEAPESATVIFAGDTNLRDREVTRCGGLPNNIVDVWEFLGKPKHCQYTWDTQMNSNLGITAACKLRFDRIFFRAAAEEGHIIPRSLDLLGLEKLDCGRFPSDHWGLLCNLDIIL
#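 Material: recombinant human TDP2; quantity: TDP2 enzyme at 120 nM final; medium: Tris-HCl pH 7.5 with MgCl2; compound: single concentration, 12.8 µM nominal, with 1% DMSO; incubation: 2 h enzyme incubation at 37 °C; signal: epi absorbance; measure: percent inhibition; benchmarks: high control without enzyme, low control DMSO plus TDP2; repeats: singlicate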
# PG9 Ab binder = PG9 antibody binding by small molecule | actives 0.43% (n = 360,000) | inhibition, % at 6.7 µM | AID 624416 | TR-FRET gp120-PG9 antibody binding; in the data active means inhibition above about 8.5%
# Tn7 DDE FP = DD(E)-Tn7 binding inhibition, primary FP screen. AID 720508. actives 0.13% (n = 370,000). FP displacement of FITC-Tn7 peptide from fibrin DD(E); 0% = median of compound wells per plate. inhibition, % at 8.3 µM;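 active means inhibition above the mean of compounds falling within the control limits plus 3 SD of them, cut at about 14% in these data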;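 further: 0% = plate median of compound wells and 100% = 10 µM Aha-Tn7 peptide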
# Target sequence (P02675 whole entry, looked up): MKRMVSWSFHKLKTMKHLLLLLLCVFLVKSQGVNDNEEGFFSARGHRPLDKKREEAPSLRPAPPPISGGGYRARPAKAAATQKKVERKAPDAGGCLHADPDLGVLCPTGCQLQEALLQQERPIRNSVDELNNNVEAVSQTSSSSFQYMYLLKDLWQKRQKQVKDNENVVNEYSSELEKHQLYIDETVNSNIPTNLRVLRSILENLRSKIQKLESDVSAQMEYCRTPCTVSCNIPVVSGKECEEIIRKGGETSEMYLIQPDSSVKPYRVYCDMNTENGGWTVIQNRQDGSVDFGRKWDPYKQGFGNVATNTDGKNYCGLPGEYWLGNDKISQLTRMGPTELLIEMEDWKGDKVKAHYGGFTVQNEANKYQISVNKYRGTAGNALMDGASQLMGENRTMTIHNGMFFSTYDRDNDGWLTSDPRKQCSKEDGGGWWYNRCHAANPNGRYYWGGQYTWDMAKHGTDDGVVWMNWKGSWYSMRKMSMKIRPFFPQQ
#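 Test system: human clot-derived fibrin DD(E) complex / Quantity: 2 µM final DD(E) protein / Incubation: 10 min plus 3 h, room temperature / Measured by: fluorescence polarization / Benchmarks: high control of 10 µM Aha-Tn7 peptide / Replicates: singlicate testing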
# mABHD4 FP = ABHD4 (mouse) inhibition, primary FP screen | actives 0.54% (n = 370,000) | Q8VD66 | purified mABHD4, FP-Rh probe fluorescence polarization | inhibition, % at 8.92 µM;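 active means inhibition exceeding the mean over every tested compound plus 3 SD, cut at about 30% in these data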;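 further: 0% = plate median of compound wells and 100% = S159A mutant with DMSO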
#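 Test system: mouse ABHD4 enzyme, wild type. Reagent: FP-Rh fluorescent activity-based probe, added after compound pre-incubation. Timing: pre-incubation 45 min, probe exposure 60 min, at 25 °C. Technique: FP readout, ex 525 nm / em 598 nm. Benchmarks: high control S159A mutant with DMSO, low control median of compound wells.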
# LEDGF integ inh = blocks HIV-1 LEDGF/p75-dependent DNA integration | TR-FRET IN-LEDGF/p75 DNA integration, Eu/Cy5 | AID 743269 | actives 0.64% (n = 370,000) | inhibition, % at 3.7 µM;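 active means inhibition above the screen-wide mean plus 3 SD, cut at about 13% in these data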;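 further: signal is the Cy5 over europium emission ratio at 671 and 618 nm; 0% = plate median of compound wells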
# UHRF1 binding = UHRF1 methyl-DNA binding inhibition | Q96T88 | UHRF1 binding to methylated oligo, TR-FRET | inhibition, % at 4.4 µM | actives 0.75% (n = 370,000) | AID 687016; in the data active means inhibition above about 21%;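 further: UHRF1 SRA domain binding a hemimethylated CpG hairpin DNA probe; 0% = median of test compound wells and 100% = reference inhibitor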
# * marks the source's active call; other numbers are inactive results; · = not tested or not shown. No enrichment for hits; 4.2% or so of the library scored in one or more.
SMILES	HTRA1 inh	PRMT1 FP inh	SIAE inh	TCR CD3 inh	TDP2 inh	PG9 Ab binder	Tn7 DDE FP	mABHD4 FP	LEDGF integ inh	UHRF1 binding
Nc1nonc1-n1nnc(C(=O)N/N=C/c2c[nH]c3ccccc23)c1-c1ccccc1	-3	-4	13	-1	11	-3.0	2	0	2	1
CCCOC(=O)c1c(NC(=O)CCC(=O)O)sc2c1CCCCC2	-7	4	-1	-3	-6	-1.2	0	2	3	0
O=C(C(=O)N1CCOCC1)c1c[nH]c2ccccc12	0	-6	4	-3	0	-1.1	-3	0	2	-2
COc1cccc(NS(=O)(=O)NC(=O)c2c(C)[nH]c3ccccc23)c1	0	4	2	3	-6	-1.2	1	13	-7	1
Cn1cnnc1SC/C(O)=C(\C#N)c1nc2ccccc2[nH]1	6	-3	3	-1	-6	0.7	7	0	-3	-4
Cc1ccc2nc(NC(=O)CCCC(=O)O)sc2c1	0	-5	5	0	-8	-1.1	3	-9	5	4
O=C(N1CCN(c2ccc(F)cc2)CC1)C12CC3CC(CC(C3)C1)C2	-1	-2	10	-3	6	-2.4	-1	-10	-1	-1
CCCCOc1ccccc1C1NC(=O)CCC1[N+](=O)[O-] (centres undefined)	-1	4	-5	-4	-4	1.6	2	-2	3	2
CCn1c(COc2ccccc2)nnc1SCC(=O)Nc1ccc(Oc2ccccc2)cc1	·	0	-7	·	1	·	-8	-5	8	1
O=C(COC(=O)c1cccc(S(=O)(=O)N2CCc3ccccc32)c1)NC1CCS(=O)(=O)C1 (centres undefined)	-2	-5	-5	5	-15	2.6	-6	-10	2	3
Cc1ccc(N2CC(C(=O)NCCS(=O)(=O)N3CCN(c4ccc(F)cc4)CC3)CC2=O)cc1 (centres undefined)	2	2	-4	-6	-10	-1.7	5	6	-7	3
COc1ccc(-c2noc(CCC(=O)Nc3cccc(C)c3)n2)cc1	-29	-3	-5	5	3	-1.4	3	-15	-2	-2
CCOc1[nH]n(-c2ccccc2)c(=O)c1C=Nc1ccc(F)cc1F	6	5	4	-9	3	-1.8	2	3	-9	-4
Cc1ccc(CNC(=O)c2ccccc2-n2cnnn2)cc1	-2	1	-2	0	-3	1.0	0	4	-1	0
COC(=O)c1sc2ncccc2c1OCc1cccc(Cl)c1	-8	4	-2	-4	-10	1.0	6	-13	-6	4
C#CCN(C[C@H]1[C@H](OC(=O)NCc2ccc(OC)c(OC)c2)[C@H](OC(=O)NCc2ccc(OC)c(OC)c2)C[C@@H](C(=O)OC)[C@H]1C(=O)OC)S(=O)(=O)c1ccc(C)cc1	-4	0	-7	7	3	0.7	-1	0	0	-2
O=C(CCn1nnc2ccccc2c1=O)N[C@H](C(=O)O)c1ccccc1	8	1	-2	5	16	1.0	-1	2	2	0
CC[n+]1c(/C=C/C=C/N(C(C)=O)c2ccccc2)sc2cc(OC)ccc21	·	18	-352	-94	10	-11	-20	-193	4	-14
O=C1Cc2cc(O)ccc2O1	5	12	-2	7	8	-2.5	-2	14	12	2
COc1cccc(-c2cc(C(=O)NCC3CCCO3)on2)c1 (centres undefined)	2	4	-9	-4	-4	-1.8	5	-12	-2	1
Cn1c(=O)[nH]c(=O)c2c1nc(CN1CCN(c3cccc(Cl)c3)CC1)n2CCc1ccccc1	-7	-3	1	6	0	1.1	0	-4	2	4
O=C(CN1C(=O)S/C(=C\C=C\c2ccccc2)C1=O)Nc1cccc(O)c1	-49	2	-37	10	6	-0.9	-2	-29	-1	0
Cc1ccc(NC(=O)CSCC(=O)Nc2cc(S(=O)(=O)N3CCOCC3)ccc2OC(C)C)cc1	1	-1	-5	-2	2	-0.8	2	6	1	0
COc1ccccc1N1CCN(S(=O)(=O)c2ccc(-c3ccc(=O)[nH]n3)o2)CC1	2	0	2	2	-18	1.7	-1	6	-5	0
CCN1CCc2nc(NC(=O)c3ccc(S(=O)(=O)N(C)C)cc3)sc2C1	3	3	-2	-5	-3	-0.7	0	-2	-3	1

# Shown with values under each structure: entries from further up
# Results follow in this order: HTRA1 inh	PRMT1 FP inh	SIAE inh	TCR CD3 inh	TDP2 inh	PG9 Ab binder	Tn7 DDE FP	mABHD4 FP	LEDGF integ inh	UHRF1 binding
- Nc1nonc1-n1nnc(C(=O)N/N=C/c2c[nH]c3ccccc23)c1-c1ccccc1
→ -3	-4	13	-1	11	-3.0	2	0	2	1
- CCCOC(=O)c1c(NC(=O)CCC(=O)O)sc2c1CCCCC2
→ -7	4	-1	-3	-6	-1.2	0	2	3	0

# Other results
SMILES	HTRA1 inh	PRMT1 FP inh	SIAE inh	TCR CD3 inh	TDP2 inh	PG9 Ab binder	Tn7 DDE FP	mABHD4 FP	LEDGF integ inh	UHRF1 binding
COC(=O)c1ccc(OCC(O)CN2C(=O)c3ccccc3C2=O)cc1 (centres undefined)	1	-2	16	-2	-11	1.0	-1	2	1	6
COc1ccc(C(C)C)cc1S(=O)(=O)n1cnc(C)c1	-6	-3	-2	-2	4	1.7	-10	-2	1	7
O=C(Nc1ccc([N+](=O)[O-])cc1)N1CCc2ccccc2C1	-5	-2	-3	-10	-15	-2.1	-2	-16	5	1
COC(=O)c1cc2c(c3c4cc(C)ccc4n(C(=O)c4ccccc4)c13)C(=O)N(Cc1ccccc1)C2	·	2	-4	0	5	-0.6	6	2	1	-2
COC(=O)c1ccc2nc(-c3ccc(Cl)cc3)c(Cc3ccccc3)n2c1	·	1	-4	4	2	-0.9	6	-4	-1	23*
O=C(COC(=O)c1c(Cl)ccc(Cl)c1Cl)NC(=O)NCc1ccccc1	-21	1	0	0	0	-2.7	-8	-6	2	2
CC(C)(C)S(=O)(=O)N1C[C@H]2CC/C=C\C/C=C\2[C@@H]1CCO	4	0	6	-1	9	-0.3	2	-2	-1	20
N/C(=C\C(=O)c1cc(Cl)ccc1O)C(Cl)(Cl)Cl	-13	-3	10	13	-19	-2.9	3	-25	1	-3
O=C1c2ccccc2CN1C(CO)c1ccccc1 (centres undefined)	-5	-2	-6	0	1	-2.1	4	-1	4	-2
Cc1cccc2c1-c1sc(C(=O)Nc3cccc([N+](=O)[O-])c3C)cc1CO2	-36	0	-3	13	-1	1.0	2	-7	-3	-2
Cc1ccc(S(=O)(=O)CCc2nnc(NC(=O)c3cccs3)s2)cc1	-3	0	-1	-1	13	1.2	4	9	1	-3
N#CCC(=O)N1CC2(CC(c3cccc(NC(=O)COc4ccc(Cl)cc4)c3)=NO2)C[C@@H]1C(N)=O (some centres undefined)	-2	2	0	-3	2	0.4	5	-5	-3	4
Cc1ccc(S(=O)(=O)n2nc(OC(=O)c3c(F)cccc3Cl)cc2N)cc1	13	0	-9	9	-3	-1.7	-7	-11	0	-3
Cc1ccc(C2=CC(C)(c3ccc(C)cc3)Nc3nc(C(F)(F)F)nn32)cc1 (centres undefined)	-13	4	-11	-1	-2	-0.8	1	-17	-4	3
COc1ccc(-c2cc(C3CCNCC3)[nH]n2)cc1	9	-6	0	-7	-16	-1.4	-2	4	10	-2
COc1ccc2[nH]c(C(=O)NCc3ccccc3)cc2c1	1	2	-2	-3	-7	0.7	-1	2	2	4
CCOC(=O)N1CCC(N2Cc3cccc(C(=O)NCc4ccccn4)c3C2=O)CC1	3	-5	-1	-1	-7	-0.8	-5	4	7	-2
CC[N+]1(C)CCC(=C2c3ccccc3CC(=O)c3sccc32)CC1 (centres undefined)	5	-2	0	2	2	-2.3	-1	-4	-1	-1
CCN(CC)c1ccc(C(=O)N/N=C/c2ccc(N3CCOCC3)cc2)cc1	-4	-2	-6	3	-5	-1.9	-6	7	2	2
CCSc1ccc([C@@H]2[C@H]3C(=O)N(C)C(=O)[C@H]3[C@]3(C(=O)OC)CCCCN23)cc1	-12	-2	-2	-2	-20	1.7	5	-27	0	9
Cc1ccc(NC(=O)CN2C(=O)NC(C)(c3ccc(Cl)cc3)C2=O)cc1 (centres undefined)	-17	-1	-2	2	-2	0.3	3	4	2	13
CC(C)Cc1ccc(S(=O)(=O)N2CCOCC2)cc1	-7	1	0	3	10	-1.3	-5	-1	2	1
Cc1cc(=O)[nH]c(SCC(=O)Nc2nnc(SCc3ccccc3)s2)n1	1	0	-7	1	-3	-2.5	-4	-1	-1	0
COC(=O)[C@]12CCCCC=C1N(Cc1cccc3ccccc13)C(=O)[C@H](CC(=O)N1CCOCC1)C2	·	3	2	-7	-4	-3.0	1	-7	0	1
COc1ccc(C2(CNS(=O)(=O)c3ccc(C)cc3)CCOCC2)cc1	-1	3	-1	-5	10	0.9	1	-10	3	2

# Carrying on.
SMILES	HTRA1 inh	PRMT1 FP inh	SIAE inh	TCR CD3 inh	TDP2 inh	PG9 Ab binder	Tn7 DDE FP	mABHD4 FP	LEDGF integ inh	UHRF1 binding
COc1ccc(C(=O)NNC(=O)CSc2nc3c([nH]2)c(=O)n(C)c(=O)n3C)cc1	5	-1	5	3	15	-1.1	2	0	0	-2
CC[C@@]1(C(=O)OC)N[C@H](CN(C)C(=O)NC(C)C)[C@@H]2C(=O)N(C)C(=O)[C@@H]21	4	2	-7	2	-7	-1.4	4	2	-5	0
COc1ccc(CN(C)C(=O)c2cccc(S(=O)(=O)N3CCc4ccccc43)c2)c(OC)c1	-15	-1	-4	-3	-8	-0.9	2	11	1	-2
COc1cc(C(=O)Nc2ccc3ccccc3c2)cc(OC)c1OC	·	3	-4	-7	13	-0.5	-2	-4	0	0
CC#CCN(Cc1ccco1)C(=O)c1ccc(OC2CCN(Cc3ccccn3)CC2)cc1	-2	-2	5	9	0	0.2	6	-3	0	-4
O=C(O)/C=C/c1cn(-c2ccccc2)nc1-c1cccc([N+](=O)[O-])c1	-3	-3	-8	4	3	-0.4	-2	2	3	-2
CC(=O)Nc1nc(-c2ccc3c(c2)CCO3)cs1	-6	2	-5	6	9	-3.1	2	6	-3	-3
CCOc1ccc(C(=O)CSCC(=O)O)cc1	5	13	7	-9	-5	-0.5	2	4	1	1
CC1(C)Oc2ccc(C(=O)N3CCOCC3)cc2N(CC(=O)Nc2ccccc2)C1=O	-8	-2	4	-4	3	-2.9	-3	2	-4	-4
Cc1ccc(OCC(=O)NNC(=O)c2ccoc2C)c(Br)c1	-13	-3	-2	2	-5	0.3	8	1	-1	0
O=C(NN1C(=O)C2C3C=CC(O3)C2C1=O)c1cccc(O)c1 (centres undefined)	4	54*	-3	-11	-24	-2.1	4	-10	4	-2
COc1ccc(F)cc1C(=O)C1CCCN(C(=O)CCN2CCCCO2)C1 (centres undefined)	3	6	-2	-2	-12	-0.7	9	-7	-3	6
CC1CCCCN1C(=S)NCc1ccco1 (centres undefined)	8	5	2	-3	0	-1.5	2	1	-3	3
O=C(Nc1ccc(F)cc1)C1CC(=O)N(Cc2ccco2)C1 (centres undefined)	-4	-1	9	9	15	-2.1	5	3	0	14

# Screens from PubChem BioAssay.
